Source: PubChem BioAssay (several laboratories)
KKLEB tox – counter-screen for CF NF-kB inhibitors: cytotoxicity; activity change (cytotoxicity), % at 5 µM; KKLEB CF airway cells viability, ATPlite luminescence, overnight; hits give low values; cells stimulated with P. aeruginosa culture filtrate; AID 602141; 360,000 tested, 0.36% active;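 active means corrected activity change at or below -50% at 5 µM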
NR5A2 inv ag – inverse agonists of human LRH-1 (NR5A2) | O00482 | HEK293T StAR-luciferase reporter, LRH-1 transfected, 24 h | inhibition, % at 3.6 µM | 360,000 tested, 0.13% active | AID 602396;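 active means inhibition above the mean inhibition of all tested compounds plus 3 SD, cut at about 73% in these data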;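 further: 0% = DMSO wells and 100% = reporter-only cells lacking LRH-1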
TROY signal inh – inhibitors of TROY-dependent NF-kB signaling; Q293 LMP1-TROYcd NF-kB luciferase reporter, 4 h; inhibition, % at 10 µM; 360,000 tested, 0.98% active; AID 1347056;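 active means compounds whose plate-normalised and pattern-corrected inhibition of the luciferase reporter signal at the single screening dose is 50% or more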
NCOA1 inh – inhibits human SRC1 coactivator; Q15788; HEK293 GAL4-SRC1 luciferase reporter, luminescence; inhibition, % at 3.6 µM; 360,000 tested, 0.12% active; AID 588354;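 active means inhibition above the campaign mean plus 3 SD, with each screening campaign given its own cutoff, cut at about 60% in these data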;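 further: 0% = DMSO treated cells and 100% = gossypol at 36 µM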
TWEAK Fn14 block – inhibitors of TWEAK-Fn14 interaction signaling; TWEAK-stimulated Fn14 reporter cells, luciferase luminescence, 8 h; inhibition, % at 10 µM; 360,000 tested, 2% active; in the data active means inhibition above about 50%
NCOA3 inh – inhibitors of human steroid receptor coactivator 3 (SRC3); Q9Y6Q9; HEK293 GAL4-SRC3 luciferase reporter, luminescence; inhibition, % at 3.6 µM; 360,000 tested, 0.17% active; AID 588352;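 active means inhibition above a per-campaign cutoff, the mean of all compounds plus 3 SD, cut at about 60% in these data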;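 further: 0% = DMSO-treated cells and 100% = gossypol-treated cells at 36 µM; higher means less SRC3-driven luciferase light from the GAL4 reporter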
Target sequence (Q9Y6Q9 whole entry, looked up, the tested form may be a part): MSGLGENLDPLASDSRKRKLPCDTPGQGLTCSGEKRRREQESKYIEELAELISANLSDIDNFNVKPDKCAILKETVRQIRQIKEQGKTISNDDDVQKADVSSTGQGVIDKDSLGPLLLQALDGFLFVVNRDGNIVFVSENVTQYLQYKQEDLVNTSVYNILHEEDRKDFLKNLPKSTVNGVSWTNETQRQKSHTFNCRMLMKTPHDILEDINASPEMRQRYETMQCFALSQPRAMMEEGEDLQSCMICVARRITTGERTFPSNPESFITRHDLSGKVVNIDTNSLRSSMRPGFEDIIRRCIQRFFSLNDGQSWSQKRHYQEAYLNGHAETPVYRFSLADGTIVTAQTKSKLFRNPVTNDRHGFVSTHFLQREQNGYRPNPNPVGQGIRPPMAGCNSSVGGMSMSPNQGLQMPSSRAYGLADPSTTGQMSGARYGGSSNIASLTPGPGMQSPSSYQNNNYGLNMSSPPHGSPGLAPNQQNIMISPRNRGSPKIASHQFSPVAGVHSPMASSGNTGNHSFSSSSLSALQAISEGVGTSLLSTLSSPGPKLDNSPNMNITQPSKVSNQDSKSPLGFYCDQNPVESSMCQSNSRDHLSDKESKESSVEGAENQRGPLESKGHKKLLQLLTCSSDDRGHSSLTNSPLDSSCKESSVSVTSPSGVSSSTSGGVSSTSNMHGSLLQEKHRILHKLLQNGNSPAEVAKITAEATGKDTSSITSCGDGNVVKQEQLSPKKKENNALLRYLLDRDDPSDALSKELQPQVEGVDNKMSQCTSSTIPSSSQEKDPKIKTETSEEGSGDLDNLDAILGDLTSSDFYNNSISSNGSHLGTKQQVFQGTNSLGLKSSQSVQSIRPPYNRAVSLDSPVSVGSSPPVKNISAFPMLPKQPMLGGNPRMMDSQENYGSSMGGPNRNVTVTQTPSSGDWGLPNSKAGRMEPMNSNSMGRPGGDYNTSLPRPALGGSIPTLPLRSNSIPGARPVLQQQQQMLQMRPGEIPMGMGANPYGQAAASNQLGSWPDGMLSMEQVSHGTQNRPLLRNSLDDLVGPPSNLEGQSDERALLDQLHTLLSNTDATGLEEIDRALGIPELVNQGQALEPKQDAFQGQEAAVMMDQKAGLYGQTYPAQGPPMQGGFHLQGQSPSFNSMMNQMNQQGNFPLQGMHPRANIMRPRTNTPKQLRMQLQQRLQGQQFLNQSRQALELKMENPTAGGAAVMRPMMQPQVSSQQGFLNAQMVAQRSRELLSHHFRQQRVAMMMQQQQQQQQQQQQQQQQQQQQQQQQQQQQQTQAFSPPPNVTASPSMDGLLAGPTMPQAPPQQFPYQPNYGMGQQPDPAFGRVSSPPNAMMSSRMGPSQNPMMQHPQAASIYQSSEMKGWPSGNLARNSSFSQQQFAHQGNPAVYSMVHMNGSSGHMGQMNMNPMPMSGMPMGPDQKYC
COUP-TFII inh – NR2F2 (human) inhibition, primary screen. P24468. HEK293T NGFI-A luciferase reporter, luminescence. inhibition, % at 8.6 µM. 370,000 tested, 0.7% active. AID 686940;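 active means inhibition above a per-plate cutoff, mean inhibition of test wells between control levels plus 3 SD, cut at about 38% in these data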;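 further: cells cotransfected with COUP-TFII expression vector driving the NGFI-A reporter; 0% = median of COUP-TF2 test wells and 100% = reporter-only cells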
CF NFkB inh – inhibitors of cystic fibrosis induced NF-kB; KKLEB NF-kB-GFP reporter, PAF-induced, GFP fluorescence overnight; inhibition, % at 5 µM; 360,000 tested, 0.86% active;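 active means at least 50% inhibition at 5 µM, scaled per plate between neutral and stimulator controls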;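 further: PAF is a Pseudomonas aeruginosa culture filtrate used as stimulus; plate controls were PAF-stimulated DMSO wells for no effect and unstimulated DMSO wells for full effect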
LMP1 NFkB inh – Epstein-Barr LMP1 NF-kappaB reporter inhibition; LMP1-induced NF-kappaB luciferase reporter cells, luminescence; inhibition, % at 12.5 µM; 350,000 tested, 0.69% active; in the data active means inhibition above about 41%;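 further: 0% = neutral control wells and 100% = reference inhibitor control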
Shn3 inh set2 – inhibitors of Schnurri-3 3'UTR reporter in osteoblasts; inhibition, % at 12.5 µM; Clone20 osteoblast Shn3 3'UTR firefly luciferase, 24 h; 360,000 tested, 0.52% active; AID 588674;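 active means mean inhibition of at least 75% with every replicate also reaching 75%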;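 further: 0% = median of neutral control wells and 100% = pilot-screen positive control compound; some compounds past the cut are filed as inactive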
C8 TRAIL sens – sensitizes caspase-8 expressing cells to TRAIL. NB7+C8 cells + TRAIL, ATPlite viability luminescence. inhibition (viability loss, TRAIL sensitization), % at 10 µM. 360,000 tested, 1% active. AID 624354;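 active means compounds causing at least 50% loss of cell viability in the single-dose screen, relative to plate controls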
An asterisk follows results filed as active; · = no result given; & = joins results of further samples. The list is partial, so the mix of outcomes need not match the whole.

SMILES	KKLEB tox	NR5A2 inv ag	TROY signal inh	NCOA1 inh	TWEAK Fn14 block	NCOA3 inh	COUP-TFII inh	CF NFkB inh	LMP1 NFkB inh	Shn3 inh set2	C8 TRAIL sens
CC(CCC(=O)O)C1CC[C@@]2(C)C3C(=O)CC4C(C)(C)C(O)CC[C@]4(C)C3C(=O)C[C@]12C (stereo not given in full)	-3	6	3	-35	-7	2	-10	0	8	-1	13
COc1ccc(C(=O)OCC(=O)N(C)C2CCS(=O)(=O)C2)cc1Br (stereo not given)	-1	0	7	1	-5	17	-6	-12	-4	-18	0
Cc1ccc(C(=O)NC(NC(=O)c2ccc(C)cc2)c2cccc([N+](=O)[O-])c2)cc1	-3	0	6	-19	10	2	2	4	-8	-7	-2
CCC(=O)NCCc1nc2ccccc2n1CC(=O)c1ccccc1	-2	12	4	11	4	13	-18	9	-4	-5	-4
CN(C)CC#CCC(O)(c1ccccc1)C1CCCCC1 (stereo not given)	-9	4	-11	9	-2	1	6	14	2	4	-4
Nc1nc2c(ncn2[C@@H]2O[C@H](CNC(=O)[C@H](N)C3CCCCC3)[C@@H](O)[C@H]2O)c(=O)[nH]1	-13	3	7	17	8	-7	13	-27	·	-6	-1
CC(=O)C1=CCC(c2ccccc2)N(S(=O)(=O)c2ccccc2)C1 (stereo not given)	-16&-16	2&-10	3&10	5&17	0&8	7&28	-11&6	-12&15	·	4&23	3&1
O=C(NCc1ccc(F)cc1)c1cnccn1	0	-5	31	-5	7	15	-10	-1	-9	6	8
O=C(c1cc(=O)c2ccccc2o1)N(Cc1ccccc1)C1CCS(=O)(=O)C1 (stereo not given)	-4	-1	-14	-15	-10	13	-17	0	-1	-5	-3
Oc1ccccc1-c1cnc2cccnn12	-11	-12	5	2	21	12	-1	46	·	-4	2
CCOC(=O)c1c[nH]c2c([N+](=O)[O-])cc(OC)cc2c1=O	-1	9	15	-1	-1	-1	1	14	-8	-1	7
O=C1CC(N2CCN(c3ncccn3)CC2)C(=O)N1CCc1ccccc1 (stereo not given)	5	1	8	-3	7	13	4	3	-13	3	-5
COc1ccc(C(=O)CC(=O)Nc2ccc([N+](=O)[O-])cc2)cc1	-2	-9	7	-9	3	1	-5	-2	2	9	-22
CCC(NC(=O)/C(=C\c1ccc2c(c1)OCO2)NC(C)=O)C(=O)O (stereo not given)	10	-7	-2	-4	7	7	-10	-8	-4	5	-5
COc1ccc(-c2nc(NC(=O)C3=NN(c4cccc(C)c4)C(=O)CC3)sc2C)cc1	-19	6	-7	-3	-5	-3	-14	11	-10	26	-5

An excerpt of these results, with bars between the fields.
smiles | KKLEB tox | NR5A2 inv ag | TROY signal inh | NCOA1 inh | TWEAK Fn14 block | NCOA3 inh | COUP-TFII inh | CF NFkB inh | LMP1 NFkB inh | Shn3 inh set2 | C8 TRAIL sens
COc1ccc(C(=O)OCC(=O)N(C)C2CCS(=O)(=O)C2)cc1Br (stereo not given) | -1 | 0 | 7 | 1 | -5 | 17 | -6 | -12 | -4 | -18 | 0
CCOC(=O)c1c[nH]c2c([N+](=O)[O-])cc(OC)cc2c1=O | -1 | 9 | 15 | -1 | -1 | -1 | 1 | 14 | -8 | -1 | 7
CCC(=O)NCCc1nc2ccccc2n1CC(=O)c1ccccc1 | -2 | 12 | 4 | 11 | 4 | 13 | -18 | 9 | -4 | -5 | -4

(list continues)
SMILES	KKLEB tox	NR5A2 inv ag	TROY signal inh	NCOA1 inh	TWEAK Fn14 block	NCOA3 inh	COUP-TFII inh	CF NFkB inh	LMP1 NFkB inh	Shn3 inh set2	C8 TRAIL sens
O=C(CC(SCCO)c1ccc([N+](=O)[O-])cc1)c1ccco1 (stereo not given)	-16	6	-9	16	0	15	-9	42	-1	-4	-2
COc1ccc(-c2nnc(SCC(=O)Nc3cc(F)ccc3C)o2)cc1	-12	-20	8	-11	25	-6	15	-5	-9	-21	-9
CC(=O)c1nnn(-c2ccccc2C#N)c1C	7	0	-1	-26	-7	9	5	-6	6	-3	0
C=CC[C@H](CC(=O)N[C@H](CO)Cc1ccccc1)C(=O)N[C@@H](COC(=O)[C@H](CC=C)CC(=O)OC(C)(C)C)Cc1c[nH]c2ccccc12	3	-2	31	5	22	14	-5	11	3	6	11
O=C(c1c(F)cccc1F)N1CCCC(c2nc(-c3ccc(Cl)cc3)no2)C1 (stereo not given)	-4	2	9	0	-11	-21	14	-5	7	13	11
Clc1ccc(-c2nc(-c3cnccn3)no2)cc1	9	-168	-56	-107	34	-83	-48	-41	21	-42	53*
O=C(NCCS(=O)(=O)N1CCN(c2ccccc2F)CC1)c1ccc(Br)o1	-3	-3	-3	15	-2	-14	-3	5	5	-5	-12
CSc1nnc(N2C(=O)C(O)=C(C(=O)c3ccco3)C2c2ccccc2)s1 (stereo not given)	4	-56	-34	-76	-10	-21	1	14	-3	-48	-7
C/C(=C1/SC(=S)N(CCC(=O)O)C1=O)c1ccc(O)cc1	-12	3	·	12	12	3	18	15	-3	-29	4
CC(C)c1ccc(N2C(=O)CSC23C(=O)N2CCCc4cccc3c42)cc1 (stereo not given)	5	6	-5	-4	-18	-8	-8	-2	-9	12	10
CN1CCN(CCCNC(=O)CN2C(=O)COc3ccccc32)CC1	3	20	-25	0	17	4	2	7	1	-12	3
CCc1ccccc1NC(=O)C1CCN(C(=O)c2cccs2)CC1	-12	-4	-7	4	9	6	2	3	-1	10	-3
COc1cc(C#Cc2c(-c3cncn3C)n(C)c3ccc(-c4cnc(N5CCOCC5)nc4)cc23)cc(OC)c1	-10	-49	-40	-30	-14	-45	-37	33	-63	-26	23
CC(=O)Nc1ccc(-c2nnc(SCc3c(C)cc(C)cc3C)n2C)cc1	-2	-7	5	-19	-20	-8	8	17	-1	-21	6
O=C(NNC(=O)C1CC=CCC1)c1ccccc1Br (stereo not given)	-2	-19	-20	-8	0	-25	15	17	-8	-4	6
Cc1ccc2c(CC(=O)N3CCc4ccccc43)coc2c1	-12	-98	-18	-80	-23	-34	-37	5	-44	-46	25
COC(=O)C(=C/C(C)=C/c1cccs1)C(=O)OC	4	4	0	1	29	22	-11	5	-8	-54	-8
COc1ccc(S(=O)(=O)N(C)C)cc1NC(=O)[C@H](Cc1ccccc1)N1C(=O)c2ccccc2C1=O	6	-6	-3	-5	1	22	7	3	4	-12	-10
O=C(NCC1CCCO1)c1ccc2[nH]c3c(c2c1)CCCC3 (stereo not given)	-14	-36	-41	-20	-31	-39	-36	23	-10	-49	27
CCc1ccc(S(=O)(=O)NC(=S)Nc2ccccc2)cc1	5	-2	3	3	-4	16	0	-21	-2	-16	-3
CC(C)CC(=O)N1CCN(S(=O)(=O)c2ccc(C3CCCCC3)cc2)CC1	-14	-14	19	-25	13	9	-1	4	5	64	23
CN(C)c1cccc(C(=O)NCc2ccc(Cl)cc2)c1	10	-11	11	-5	-1	11	-1	-3	-14	-19	4
O=c1[nH]cnc2c1ncn2C1OC(CO)C(O)C1O (stereo not given)	16	-9	3	4	-5	9	4	1	4	2	6
COc1ccc(C(=O)N2CCN(c3ccccn3)CC2)cc1	-6	-15	-18	1	16	14	8	-9	-5	21	6
CC[C@@]12C(=O)N(c3cccc(F)c3)C(=O)N1[C@H](c1cccc(C)c1)[C@@H]1C(=O)N(Cc3ccccc3)C(=O)[C@@H]12	1	-5	15	-4	7	11	-6	-6	0	-15	-9
O=C(Nc1ccc2nc3n(c(=O)c2c1)CCCCC3)c1cc([N+](=O)[O-])ccc1F	-46	37	85*	7	97*	-9	14	71*	-5	96*	42
O=C(CNC(=O)c1nc[nH]c1C(=O)N1CCN(c2ccccc2)CC1)OCc1ccccc1	6	25	-22	7	9	-3	5	-24	3	5	-23
COc1ccc(-c2cc(C(F)F)n3ncc(C(=O)N4CCN5CCCC5C4)c3n2)cc1 (stereo not given)	-11	8	2	-8	-24	8	2	14	-3	-9	-2
O=C(CSc1nnc(CNC(=O)c2c(F)cccc2Cl)o1)NCc1ccc(F)cc1	1	1	9	9	-7	8	4	-6	3	5	26
C=CCSc1nccc(-c2cc(Cl)sc2Cl)n1	9	-7	-25	-1	-15	-22	9	-4	84*	6	4
CCc1ccccc1NC(=O)NNS(=O)(=O)c1cc(C)ccc1C	0	5	-2	-12	-9	23	18	-5	-8	7	8
CCC(C(=O)OCC(=O)Nc1cc(OC)ccc1OC)c1ccccc1 (stereo not given)	-5	-6	-6	-29	-6	15	4	-2	-3	22	10
O=C(Nc1ccc(N2CCCC2)cc1)c1ccccc1[N+](=O)[O-]	-1	-17	-1	5	-14	-16	-16	-28	-2	-1	-19
Cc1cc2nc(CCN(Cc3cccnc3)C(=S)Nc3ccccc3)[nH]c2cc1C	13	-3	-2	3	-29	-5	10	-1	-1	39	-9
CCc1nc(SCc2ccc(OC)cc2)n[nH]1	-7	-41	-21	-40	6	-55	-18	-13	-18	-31	4
CCSc1nc2ccccc2n1C(=O)/C=C/c1ccc(OC)c(OC)c1	-2	-4	39	-5	100*	24	58*	84*	82*	96*	-8
N#C/C(=C\c1ccncc1)C(N)=O	2	0	1	5	7	9	6	-5	2	-3	-2
COc1cc(N=Nc2c(O)c3ccccc3[nH]c2=O)c(OC)cc1N=Nc1ccccc1	11	18	36	-18	1	-10	·	47	11	-4	-3
CCOC(=O)c1ccc(NC(=O)N2CCN(c3ccccn3)CC2)cc1	3	10	-12	-2	-4	9	-1	-2	-1	20	5
CCN(CC(=O)Nc1ccc(OC)cc1)CC(=O)Nc1ccc2c(c1)OCO2	-7	-10	-11	12	-17	18	-4	5	-11	1	-8
Cc1cc(C(=O)COC(=O)[C@H](C)NC(=O)c2ccco2)c(C)n1Cc1ccco1	0	2	-5	6	-7	-8	4	17	4	8	1
O=C(COc1c(F)c(F)cc(F)c1F)NC(=O)NC1CCCC1	-11	13	-19	-7	-13	7	1	8	-15	9	5
CC(C)c1ccc2c(c1)[C@H]1OCC[C@H]1[C@@H](c1cccs1)N2	-33	-33	-32	-50	-31	-49	-16	11	10	19	30
C=CCn1c(SCC(=O)c2ccc(O)c(O)c2)nnc1-c1ccccc1OC	1	21	14	-5	-25	-19	-29	13	-5	32	15
O=C(Nc1cc(C(F)(F)F)ccc1-n1cncn1)c1ccc(Br)cc1	1	2	11	11	-9	24	-2	10	7	-21	15
Cc1ccc(-n2c(Cc3cccn3C)nnc2SCC(=O)Nc2cc(C)on2)cc1	4	19	3	17	-3	11	14	10	5	2	-15
C/C(=N\NC(=O)CCc1ccccc1)C1C(=O)c2ccccc2C1=O	-11	-39	-45	-7	-21	-42	3	-3	17	2	15
O=C(OCC1OC2OC3(CCCCC3)OC2C2OC3(CCCCC3)OC12)c1ccccc1 (stereo not given)	-5	-9	15	14	-4	9	11	9	-10	-20&10	11
COc1ccc(O)c(/C=N/NC(=S)Nc2cccc(S(=O)(=O)N(C)C)c2)c1	14	-1	29	23	15	38	-16	2	9	90*	44
O=C1OCC2=C1C(c1ccc(F)cc1)CC(=O)N2c1ccc(F)cc1 (stereo not given)	-8	4	-4	1	-18	9	·	-4	3	16	-9
COc1ccc(/C=N/n2cnn(Cc3ccccc3Cl)c2=S)cc1OC	-3	-3	-10	10	-22	14	-10	14	4	7	3
O=c1cnn(Cc2ccc(F)cc2)c2ccccc12	-5	-16	-20	4	-3	1	3	6	-3	6	17
